Source: PubChem
Shiga inhibitor – blocks Shiga toxin action in Vero cells. Vero cells, Shiga toxin protein synthesis inhibition reporter. inhibition, % at 38.7 µM. 9.2% of 290,000 active; in the data active = inhibition mostly above about 28%, no sharp cut-off; inactive = mostly below about 43%; note: 0% is about no effect
Giardia FBPA inh – inhibitors of Giardia lamblia fructose-1,6-bisphosphate aldolase | purified Giardia FBPA | Potency, µM (doses to about 59.6 µM), for inactives: top-dose activity, negative = inhibition, hits mostly inhibitors | A8B2U2 | 0.71% of 290,000 active; note: potency is the fitted concentration of half-maximal effect; % is set by controls: 0 for no effect and ±100 for the full control effect; nearly all actives have a fitted effect of over 55% in size
Target sequence (A8B2U2 whole entry, looked up): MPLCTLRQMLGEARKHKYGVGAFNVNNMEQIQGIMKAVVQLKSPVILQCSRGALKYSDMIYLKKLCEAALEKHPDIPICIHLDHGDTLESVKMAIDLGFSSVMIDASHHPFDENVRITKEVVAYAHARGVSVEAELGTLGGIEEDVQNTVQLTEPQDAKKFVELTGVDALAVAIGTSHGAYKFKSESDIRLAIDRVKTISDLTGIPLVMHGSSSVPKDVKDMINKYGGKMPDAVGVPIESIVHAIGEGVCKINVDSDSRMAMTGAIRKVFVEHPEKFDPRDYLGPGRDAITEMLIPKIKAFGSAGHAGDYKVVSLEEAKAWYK
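40 nM FBPA preincubated 10 min at RT with compound (up to 57.5 uM final), then substrate plus GAPDH/TPI/NAD/arsenate coupling and diaphorase/resazurin added. Fluorescence read after 20 min at RT, 525/598 nm.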
HCV inhibitor – blocks hepatitis C virus. 3.4% of 340,000 active. Potency, µM (doses to about 41.8 µM), inactives show at the top dose activity change, negative = inhibition, usual class: inhibitors. Huh7.5.1 HCVcc-Cre infection, luciferase reporter, 44 h; note: potency is the fitted concentration of half-maximal effect; % is set by controls: 0 for no effect and ±100 for the full control effect
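HCVcc-Cre virus at an moi near 0.5 was added right after compound to cells cultured 4 h from seeding (1,000 cells/well). Luciferase activity was determined 44 h later, 15 min after substrate addition at RT.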
Pf growth 48h – inhibits P. falciparum growth in the first generation, 48 h; P. falciparum luciferase growth in erythrocytes, 48 h; Potency, µM (series often up to 28.7 µM), for inactives: at the highest dose activity change, negative = inhibition, actives largely listed as inhibitors; 5.9% of 310,000 active; note: potency is the fitted concentration of half-maximal effect; % is set by controls: 0 for no effect and ±100 for the full control effect
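Parasite viability was followed by luminescence of a genomically integrated firefly luciferase. Cultures held 0.1% parasitemia at 2% hematocrit (final), incubated under 5% CO2 at 37 C.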
Pf growth 96h – P. falciparum growth inhibition at 96 hours | P. falciparum luciferase reporter growth, 96 h | Potency, µM (highest dose often 28.7 µM), without a hit: at the top dose activity change, negative = inhibition, actives largely listed as inhibitors | 6.9% of 320,000 active; note: potency is the fitted concentration of half-maximal effect; % is set by controls: 0 for no effect and ±100 for the full control effect
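96 h incubation, 37 C, 5% CO2, of luciferase-reporter P. falciparum-infected RBCs (2% hematocrit, 0.05% parasitemia final) with test compounds; endpoint luminescence.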
CHX counter – affects cycloheximide protein synthesis inhibition readout, counter-screen | cell reporter, cycloheximide protein synthesis inhibition counterscreen | max response, % | 12% of 300,000 active | AID 2314; in the data active = max response mostly above about 13%, no sharp cut-off; inactive = mostly below about 14%; note: read at 38.3 µM for the half of the compounds with a filed dose; 0% is about no effect
Active calls of the source: *; ? = inconclusive; / = not tested or not shown; [ ] = another dose, or the depositor's remark. Unless noted, calls come from the whole dose curve; as a rule, active = well fitted curve in the direction sought with a large enough effect; inconclusive = small, poorly fitted or top-dose-only effect, or another doubt; inactive = no such curve, though single readings can be large; an effect the other way counts as inactive or inconclusive.

The first 7 entries, to show the layout:
nr	structure	Shiga inhibitor	Giardia FBPA inh	HCV inhibitor
1	Cc1cc(NC(=O)CSc2nc(CC(C)(C)C)nc3c2c(=O)n(C)c(=O)n3C)no1	-1	3%	0%
2	O=C(Cc1cccc(NC(=O)C2CCN(C(=O)C3CCCC3)CC2)c1)Nc1cccc(C(=O)N2CCCC2)c1	/	/	-17%
3	CCn1c(SCC(=O)Nc2ccc3[nH]c(=O)[nH]c3c2)nc2ccccc21	/	/	-15%
4	C/C(CC(C)C)=N\Oc1nc(C)cc(C)n1	41	-18%	9%
5	COc1ccc(CN2CC[C@@H](N3CCOCC3)[C@H](O)C2)cc1F	17	5%	-11%
6	COc1ccc(-c2nnc(OC)c3ccccc23)cc1	-6	-4%	-1%
7	CN(C(=O)c1ccc(S(=O)(=O)N2CCCCC2)cc1)C1CCS(=O)(=O)C1 (stereo not drawn)	/	/	8%[8.37 µM]

nr	Pf growth 48h	Pf growth 96h	CHX counter
1	3%	7%	-3
2	15µM*	?	/
3	17%	-16%	/
4	8%	-21%	1
5	1%	?	-2
6	?	?	-3
7	10%	19%	/

Main list, from the first entry:
nr	structure	Shiga inhibitor	Giardia FBPA inh	HCV inhibitor
1	Cc1cc(NC(=O)CSc2nc(CC(C)(C)C)nc3c2c(=O)n(C)c(=O)n3C)no1	-1	3%	0%
2	O=C(Cc1cccc(NC(=O)C2CCN(C(=O)C3CCCC3)CC2)c1)Nc1cccc(C(=O)N2CCCC2)c1	/	/	-17%
3	CCn1c(SCC(=O)Nc2ccc3[nH]c(=O)[nH]c3c2)nc2ccccc21	/	/	-15%
4	C/C(CC(C)C)=N\Oc1nc(C)cc(C)n1	41	-18%	9%
5	COc1ccc(CN2CC[C@@H](N3CCOCC3)[C@H](O)C2)cc1F	17	5%	-11%
6	COc1ccc(-c2nnc(OC)c3ccccc23)cc1	-6	-4%	-1%
7	CN(C(=O)c1ccc(S(=O)(=O)N2CCCCC2)cc1)C1CCS(=O)(=O)C1 (stereo not drawn)	/	/	8%[8.37 µM]
8	Cc1ccc(NC(=O)C2CCN(C(=O)c3cccs3)CC2)cc1	37	4%	-10%

nr	Pf growth 48h	Pf growth 96h	CHX counter
1	3%	7%	-3
2	15µM*	?	/
3	17%	-16%	/
4	8%	-21%	1
5	1%	?	-2
6	?	?	-3
7	10%	19%	/
8	3%	-3%	4

New compounds follow
nr	structure	Shiga inhibitor	Giardia FBPA inh	HCV inhibitor
9	O=c1c(-c2ccc(Cl)cc2)cnc2n1CCS2	67*	0%	14%
10	O=S(=O)(c1ccccc1OC(F)(F)F)N1CCN(c2ccnc3cc(Cl)ccc23)CC1	27	/	?
11	COc1ccc(Br)cc1CN(C)CC(=O)Nc1cc([N+](=O)[O-])ccc1OC	-5	3%	?
12	CC(C)c1ccc(/C=C/C2=NNC(=O)CC2)cc1	85*	-10%	-7%
13	Fc1cccc(/C=N/Nc2ccc3ccccc3n2)c1	37	-12%	-12%
14	C=CCc1ccc(OCCOCCN(C)C)c(OC)c1	-3	?	-22%
15	O=C(Nc1c2c(nn1-c1ccc([N+](=O)[O-])cc1)CS(=O)(=O)C2)c1ccco1	14	5%	13%
16	CC(Sc1ccc2nnc(-c3ccc(F)cc3)n2n1)C(=O)O (stereo not drawn)	-3	0%	16%

nr	Pf growth 48h	Pf growth 96h	CHX counter
9	51%[activator]	41%	29*
10	9.3µM*	2.3µM*	9
11	?	?	-2
12	95%[activator]	111%[activator]	32*
13	296%[activator]	-6%	21*
14	/	-16%	-3
15	44%[activator]	?	3
16	4%	37%[activator]	-1

Next part:
nr	structure	Shiga inhibitor	Giardia FBPA inh	HCV inhibitor
17	CC(C)c1nnc(NC(=O)CCC(=O)NCC2CCCO2)s1 (stereo not drawn)	16	-3%	-2%
18	CCc1ccc(N(CC)C(=O)Cc2c(C(=O)O)n(C)c3ccccc23)cc1	-6	18%	30%[activator]
19	Cc1ccc(C(=O)NCC(=O)N(C)CC(=O)Nc2c(Cl)cccc2Cl)s1	/	/	15%
20	COc1ccc(-n2c(SCC(=O)Nc3ccccc3)nc(O)cc2=O)cc1	2	8%	21%
21	COCCCn1c(C(=O)Nc2ccc3c(c2)OCO3)cc2c(=O)n3ccccc3nc21	19	-4%	-1%
22	Cc1ccc(NC(=O)CN(C)S(=O)(=O)c2cccc3cccnc23)cc1	-13	2%	-22%
23	COc1ccc(Cn2cnc3c([N+](=O)[O-])c(C)c(C)cc32)cc1	-12	-7%	-12%
24	O=C(COC(=O)c1cc[n+]([O-])cc1)Nc1cccc(Br)c1	/	/	?

nr	Pf growth 48h	Pf growth 96h	CHX counter
17	3%	2.1µM*	-2
18	10%	-26%	-2
19	-12%	2%	/
20	-14%	-9%	1
21	25%	4%	0
22	/	3%	-8
23	?	?	1
24	19%	32%[activator]	/

(next part)
nr	structure	Shiga inhibitor	Giardia FBPA inh	HCV inhibitor
25	O=C(N/N=C/c1ccc([N+](=O)[O-])cc1)c1cc2ccccc2o1	-1	3%	16%
26	COc1ccc(OC)c(NC(=O)COC(=O)c2ccc(-n3cnnn3)cc2)c1	-12	2%	11%
27	Cc1ccc(S(=O)(=O)CCC(=O)Nc2ccccc2C)cc1	-7	-2%	15%
28	O=C(Nc1ccc(S(=O)(=O)N2CCCCC2)cc1)C1CC(=O)N(c2ccc(Cl)cc2)C1 (stereo not drawn)	-6	17%	?
29	CN1C(=S)SC(/[N+]([O-])=C/c2c(F)cccc2Cl)C1(C)C (stereo not drawn)	-3	0%	4%
30	COc1ccc(-c2csc(Cc3nnc(N4CCOCC4)n3-c3ccccc3)n2)cc1OC	21	-3%	-18%
31	Cc1nc(N(C)C)c2sc(=S)n(-c3ccccc3)c2n1	-4	5%	-23%
32	CC1(C(=O)N/N=C/c2ccc3c(c2)OCO3)CC1(Br)Br (stereo not drawn)	13	/	-6%

nr	Pf growth 48h	Pf growth 96h	CHX counter
25	-1%	19%	2
26	9%	-11%	-7
27	0%	96%[activator]	-2
28	?	9%	-4
29	7%	8%	1
30	?	/	0
31	9%	?	-3
32	11%	5.2µM*	17

(list continues)
nr	structure	Shiga inhibitor	Giardia FBPA inh	HCV inhibitor
33	COc1cc(Cl)cc(C2NC(=S)NC(c3ccccc3)=C2C(C)=O)c1OCC(=O)O (stereo not drawn)	-5	-10%	20%
34	[O-]c1ccccc1-[n+]1c(-c2ccccc2)cc(-c2ccccc2)cc1-c1ccccc1	/	/	6.3µM*
35	Cc1cccc(NC(=O)c2nc[nH]c2C(=O)N[C@H](C)c2ccccc2)c1	/	/	?
36	COc1ccc(C(=O)NCC(=O)NCC(=O)OCC(=O)c2ccc(Br)cc2)cc1	-5	5%	10%
37	O=S(=O)(c1ccc(NC(=S)Nc2ccc3c(c2)OCO3)cc1)N1CCOCC1	64*	-8%	10%
38	C/C(=N\n1c(C)cc(C)c(C#N)c1=O)c1cccs1	-13	2%	19%
39	Cn1cc(CN(Cc2ccccc2)C[C@@H]2CCC(=O)N2)c(-c2ccccc2F)n1	-1	-4%	25%
40	Cc1ccc(N2CC(C(=O)Nc3ccc(S(=O)(=O)NCC4CCCO4)cc3)CC2=O)cc1 (stereo not drawn)	-10	/	?

nr	Pf growth 48h	Pf growth 96h	CHX counter
33	?	?	-1
34	1.3µM*	0.33µM*	/
35	?	?	/
36	7%	-1%	0
37	26%	17%	37*
38	64%[activator]	2%	-2
39	-28%	?	5
40	-23%	-36%	4

Going on with the list.
nr	structure	Shiga inhibitor	Giardia FBPA inh	HCV inhibitor
41	O=C(O)c1ccccc1NS(=O)(=O)c1cccc(N=Nc2c(O)[nH]c(=S)[nH]c2=O)c1	/	/	5%
42	CCOc1ccc(-n2c(=S)sc3c(=O)[nH]c(SCC(=O)N4CCC(C)CC4)nc32)cc1	-6	8%	17%
43	CCn1c(C(C)NC(=O)c2cccs2)n[nH]c1=S (stereo not drawn)	-9	-27%	4%
44	O=C1C=C(Nc2ccc(O)cc2)CC(c2ccco2)C1 (stereo not drawn)	1	-16%	?
45	CC(C)(C)C1COc2ccccc2N1C(=O)c1ccccc1Cl (stereo not drawn)	-17	-8%	-26%
46	O=C1/C(=C/c2cccc([N+](=O)[O-])c2)Oc2cc(O)ccc21	-10	-1%	-20%
47	O=C(Nc1ccc(F)cc1)c1ccc(S(=O)(=O)NCc2cccnc2)cc1	27	-1%	?
48	CCOC(=O)N1CCN(c2cc(=O)n(-c3ccc(OCC)cc3)c(=O)[nH]2)CC1	-9	-8%	13%

nr	Pf growth 48h	Pf growth 96h	CHX counter
41	18%	17%	/
42	0%	/	-1
43	-5%	-12%	-2
44	3%	1%	-3
45	-10%	4%	-3
46	38%[activator]	5%	-3
47	?	7%	13
48	5%	0%	-2

Individual results from the list:
HCV inhibitor, compound 48 is entered as 13%
Pf growth 96h, compound 45 is entered as 4%
CHX counter, compound 43 is entered as -2

Continued:
nr	structure	Shiga inhibitor	Giardia FBPA inh	HCV inhibitor
49	c1ccc2c(N3CCCCC3)nnc(N3CCCCC3)c2c1	2	2%	/
50	O=C(NCc1ccccn1)Nc1cc(Cl)ccc1Cl	90*	/	4%
51	O=C(Cn1cc(C(F)(F)F)cc(Cl)c1=O)NC1CCS(=O)(=O)C1 (stereo not drawn)	/	/	-11%
52	O=C(c1ccc2nc(Cc3ccccc3F)oc2c1)N1CCCC1	87*	/	2%
53	COc1cccc(-c2csc(N3CCN(C(=S)Nc4ccccc4Cl)CC3)n2)c1	20	0%	?
54	C#CCNC(=O)C1=C[C@@H](c2ccc3c(c2)OCO3)[C@H](CCCO)[C@@H](OCC)O1	-2	-3%	-5%
55	CCOc1ccc(N(CC(=O)NCCc2ccccc2)C(=O)c2csnn2)cc1	31	-4%	-4%
56	Nc1ccc2c3c(cccc13)CC2	-6	-27%	-2%

nr	Pf growth 48h	Pf growth 96h	CHX counter
49	-17%	/	-8
50	8%	?	36
51	-1%	?	/
52	43%[activator]	19%	41*
53	13µM*	?	8
54	1%	?	-2
55	?	?	13
56	?	?	-2

The list continues.
nr	structure	Shiga inhibitor	Giardia FBPA inh	HCV inhibitor
57	Cc1ccc(NS(=O)(=O)c2c(C)[nH]c(C)c2C(=O)N2CCCC2)cc1Cl	-15	16%	5%
58	O=C(NCc1ccccc1)C(c1cccs1)N(Cc1cccs1)C(=O)c1cnccn1 (stereo not drawn)	-12	0%	-4%
59	O=C(Nc1ccc2c(c1)OCCO2)c1cc2sccc2n1Cc1ccccc1	126*	/	11µM*
60	CCOC(=O)c1c(S(=O)(=O)NCC(=O)Nc2ccc(OC)cc2)c(C)n(C)c1C	10	/	13%
61	CCC1=[N+]([O-])C(C)(/C(C)=N\O)N(O)C1(C)C (stereo not drawn)	-2	7%	22%
62	CC1Nc2ncnc(N3CCN(c4ccccc4)CC3)c2N(Cc2ccccc2)C1=O (stereo not drawn)	/	/	18%
63	CC(C)c1cccc(C(C)C)c1NC(=O)COc1nncc2ccccc12	-5	8%	?
64	Cc1ccccc1NS(=O)(=O)c1csc(C(N)=O)c1	8	10%	-9%
65	CN1CCc2c(n(CC(O)CN(CCO)CCO)c3ccccc23)C1=O (stereo not drawn)	19	?	0%

nr	Pf growth 48h	Pf growth 96h	CHX counter
57	4%	12%	-9
58	4%	9%	-5
59	?	?	24
60	15%	2%	1
61	4%	8%	-1
62	?	?	/
63	-5%	-18%	-4
64	?	14%	2
65	86%[activator]	?	-2
